AI-2 QS mod – modulators of Vibrio harveyi AI-2 quorum sensing system. Vibrio harveyi JMH597 AI-2 luminescence/OD600 ratio, 9 h; hits give low values; strain lacks LuxN and CqsS sensors; 0 = neutral-control median. activity change, % at 7.5 µM. 300,000 compounds, 0.4% hits; in the data active = activity change below about -75%, passing the limit was not always enough;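 note: luminescence divided by OD600 gain over 9 h not by final OD600 alone; inactives centre near 13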
HSP90 refold inh – inhibitors of HSP90 luciferase refolding in rabbit reticulocyte lysate; inhibition, % at 5.6 µM; AID 1789; luciferase refolding luminescence, 3 h; 290,000 compounds, 0.91% hits;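 active = inhibition above the screen-wide mean plus 3 SD, computed separately per campaign, cut at about 16% in these data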;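 note: 0% = DMSO wells and 100% = 60 µM geldanamycin wells; inhibitors lower the luminescence because luciferase stays unfolded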
aSyn 5UTR inh – MLPCN primary screen, SNCA 5' untranslated region; alpha-synuclein 5'UTR reporter, inhibitor activity; inhibition, % (tested at 7.5 µM); 300,000 compounds, 0.82% hits; AID 1813; in the data active = inhibition above about 60%;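 note: H4 neuroglioblastoma cells stably carrying SNCA 5'UTR luciferase fusion; 0% = DMSO wells and 100% = positive control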
HSF1 activator – increases HSF-1 driven luciferase reporter signal; NIH3T3-HGL HSF-1 luciferase reporter, MG132, 8 h; 100% = twice DMSO control signal; activation, % at 9 µM; 300,000 compounds, 1.7% hits; AID 504408;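 active = mean replicate activation of at least 50% with a set share of replicates each reaching 50%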;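 note: 0% = median of the neutral control wells and 100% = twice that signal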
GSK3beta inhib – inhibitors of human GSK3beta kinase; GST-GSK3beta kinase, ADP-Glo luminescence, 60 min; hits give low values; activity score (negative = inhibition), % at 10 µM; P49841; 300,000 compounds, 0.038% hits;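 active = more than half of replicate wells score below -50%, meaning over 50% inhibition versus plate controls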;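 note: 0% = median DMSO wells and -100% = median GW8510 positive control wells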
Target sequence (P49841 whole entry, looked up): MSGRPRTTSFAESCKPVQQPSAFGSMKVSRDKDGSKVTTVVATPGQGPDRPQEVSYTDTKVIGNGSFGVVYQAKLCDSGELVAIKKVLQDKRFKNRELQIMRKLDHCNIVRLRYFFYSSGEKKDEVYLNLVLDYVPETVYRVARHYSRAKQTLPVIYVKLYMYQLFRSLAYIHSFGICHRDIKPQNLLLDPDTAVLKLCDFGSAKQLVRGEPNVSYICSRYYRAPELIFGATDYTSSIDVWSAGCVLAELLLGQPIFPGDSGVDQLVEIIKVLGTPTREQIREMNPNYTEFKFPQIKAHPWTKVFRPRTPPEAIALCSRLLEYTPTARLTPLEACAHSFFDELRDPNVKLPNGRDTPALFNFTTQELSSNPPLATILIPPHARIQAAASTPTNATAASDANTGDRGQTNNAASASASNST
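Test system: GST-tagged human GSK3beta kinase, cell-free; evaluation: activity score scaled between in-plate DMSO and GW8510 controls; measured by: ADP-Glo luminescence; incubation: 60 min reaction, RT; benchmarks: DMSO and 20 µM GW8510; reagent: peptide substrate plus 25 µM ATP (final); medium: Tris/MgCl2 kinase buffer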
HIF act – HIF pathway transcriptional activation; U2OS HRE-luciferase reporter, luminescence; normalized: DMSO 0%, desferrioxamine 100%; activation, % at 7.5 µM (by protocol); 300,000 compounds, 0.32% hits;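 active = mean activation of at least 10% of the iron chelator positive control signal, with at least half of replicates also reaching 10%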
GSK3A inh – human GSK-3 alpha kinase inhibition | P49840 | 320,000 compounds, 0.1% hits | inhibition, % at 10 µM | ADP-Glo luminescence, 60 min;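 in the data active = inhibition above about 50%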;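 note: GST-tagged GSK-3 alpha with peptide substrate and 25 µM ATP; 0% = DMSO neutral wells and 100% = GW8510 positive control wells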
Target sequence (P49840 whole entry, looked up): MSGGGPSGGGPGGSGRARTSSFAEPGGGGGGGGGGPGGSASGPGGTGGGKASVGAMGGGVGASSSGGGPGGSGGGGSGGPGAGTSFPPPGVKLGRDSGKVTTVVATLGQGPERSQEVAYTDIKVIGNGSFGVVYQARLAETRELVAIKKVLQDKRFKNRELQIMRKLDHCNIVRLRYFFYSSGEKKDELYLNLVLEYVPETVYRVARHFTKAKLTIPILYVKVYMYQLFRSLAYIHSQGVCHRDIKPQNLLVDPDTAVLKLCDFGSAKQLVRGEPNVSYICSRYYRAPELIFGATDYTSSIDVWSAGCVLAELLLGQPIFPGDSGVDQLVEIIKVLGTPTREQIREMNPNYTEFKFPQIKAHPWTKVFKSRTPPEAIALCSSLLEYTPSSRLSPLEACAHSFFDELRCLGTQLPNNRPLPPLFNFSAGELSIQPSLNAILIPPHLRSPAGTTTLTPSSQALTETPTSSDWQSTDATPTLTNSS
HSF1 inh – HSF1 inhibition; NIH3T3-HGL HSE-luciferase, MG132-induced, luminescence 8 h; hits give low values; activity change, negative = inhibition, % at 7.5 µM (by protocol); 300,000 compounds, 0.77% hits; AID 2098;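 active = more than half of replicate wells show activity change below -50%, luminescence cut by over half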;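 note: luciferase reports HSF-1 transcriptional activity via heat shock element; 0% = median of DMSO wells and -100% = zero luminescence signal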
IEC-6 cytotox – counter-screen for KLF5 inhibitors: cytotoxicity in IEC-6 cells; 290,000 compounds, 0.78% hits; inhibition, % at 5 µM; IEC-6 cytotoxicity, luminescence viability; in the data active = inhibition above about 22%;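 note: 0% = plate median of test compound wells and 100% = cytotoxic reference compound wells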
KLF5 inhibitor – inhibitors of KLF5 expression; DLD-1 KLF5 promoter-luciferase reporter, luminescence; inhibition, % at 5 µM; 290,000 compounds, 0.23% hits;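 active = inhibition above a per-plate limit of that plate's mean compound inhibition plus 3 SD, cut at about 60% in these data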;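 note: 0% = DMSO wells and 100% = LY294002 at 200 µM; higher means less KLF5 promoter-driven luciferase light; inactives centre near -14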
Active calls of the source: *; / = no result given.

SMILES	AI-2 QS mod	HSP90 refold inh	aSyn 5UTR inh	HSF1 activator	GSK3beta inhib	HIF act	GSK3A inh	HSF1 inh	IEC-6 cytotox	KLF5 inhibitor
O=C(Cn1ccc(C(F)(F)F)n1)NNC(=O)c1cccnc1	11	5	15	-7	1	0.0	0	-5	6	-2
Nc1nnc(CSCc2ccccc2Cl)s1	4	-2	1	56*	0	0.3	0	16	-5	-3
CCn1cc(Cl)c(C(=O)Nc2cc(C(=O)OC)cc(C(=O)OC)c2)n1	20	1	11	-9	0	-1.6	-5	-7	-2	-10
O=C(CN1CCOCC1)N/N=C/c1ccc(-c2ccc(C(=O)O)cc2)o1	27	2	-3	-13	3	-0.1	0	-12	0	-20
O=C(Nc1ccc(Cl)cc1Cl)NC1CCN(S(=O)(=O)c2ccc(F)cc2)CC1	-1	-3	18	-13	-3	-0.6	-3	-3	-3	-29
Cc1ccc(C2CC(C(F)(F)F)n3nc(C(=O)NCc4ccco4)cc3N2)cc1 (stereo unspecified)	1	1	-20	22	-3	0.1	-1	4	0	-20
O=C(c1ccc(Cl)cc1)N1C2C=CC(C2)C1(C(F)(F)F)C(F)(F)F (stereo unspecified)	14	1	-19	-5	5	0.0	-1	0	5	16
CCOC(=O)c1cnc2c(C#N)c(C)nn2c1C	8	3	-10	3	1	-0.2	-3	2	5	-9
Cc1ccc(NC(=O)CN2C(=O)CCSc3ccc(S(=O)(=O)N4CCCC4)cc32)cc1C	6	4	3	5	5	-0.4	1	7	7	-2
COc1ccc(-c2nc(-c3ccc(Br)o3)no2)cc1	11	-3	-36	50	0	3.0	0	26	-4	-86
COC(=O)c1ccccc1NC(=O)NCC1CCCO1 (stereo unspecified)	10	0	-8	8	1	0.3	-2	-6	7	-22
Fc1ccc(F)c(NC2=NCCCCC2)c1	14	-2	3	-25	3	-0.1	-3	-19	-2	-13
C=Cc1ccc2c(c1)OCCOCCOCCOCCOCCO2	29	0	22	-2	5	-0.2	2	3	-5	0
N#C/C(=C\N1CCOCC1)c1ccccc1	40	-1	6	-1	0	-0.5	0	-1	7	-6
CCCn1c(=O)c(C(=O)N/N=C/c2ccccc2F)c(O)c2ccccc21	8	0	-95	-10	-1	1.6	-3	-1	-4	-12
Cc1cc(NNC(=O)Nc2cccc(Cl)c2)nc2c1c(C)nn2C	-2	2	31	15	0	-0.1	-2	6	9	-3
O=C(O)CSC1CC(=O)N(c2ccc(Cl)c(Cl)c2)C1=O (stereo unspecified)	23	-1	19	-10	0	0.4	0	-11	-9	-5
c1ccc(Cn2nnnc2CN2CCN(c3ncccn3)CC2)cc1	15	5	14	-1	-1	0.0	-25	-1	1	-45
c1ccc(COC2CCCN(Cc3nc(-c4cccs4)no3)C2)nc1 (stereo unspecified)	22	2	13	-23	4	0.0	9	-5	-2	-16
O=C(O)c1cccc(NC(=O)c2cccc(S(=O)(=O)N3CCc4ccccc4C3)c2)c1	19	1	2	-6	0	0.6	-4	-2	0	-1
CCN1CCN(c2ccc(S(=O)(=O)N3CCOCC3)cc2NC(=O)C(C)Oc2cccc(Cl)c2)CC1 (stereo unspecified)	19	/	7	17	-4	0.3	2	-5	/	/
C#CCNC(=O)C1=C[C@H](C2CCCCC2)C[C@H](OCCCCO)O1	40	-3	3	-1	0	-0.2	-1	-2	7	6
Cc1cc(C)c2c(n1)SCC(=O)N2CC(=O)Nc1ccccc1Cl	-1	-6	4	-3	-1	0.0	1	3	3	0
O=C(c1ccc2c(c1)OCCO2)N1CCCC(CNS(=O)(=O)c2cccs2)C1 (stereo unspecified)	36	4	-11	0	-1	0.1	0	0	4	-6
Cc1cccc(NC(=O)CN2C(=O)N/C(=C/c3cc(C)n(-c4ccncc4)c3C)C2=O)c1	10	5	-1	-4	3	-0.1	0	-4	3	-4

In a second layout: entries from further up
Values run as follows: AI-2 QS mod | HSP90 refold inh | aSyn 5UTR inh | HSF1 activator | GSK3beta inhib | HIF act | GSK3A inh | HSF1 inh | IEC-6 cytotox | KLF5 inhibitor
O=C(Cn1ccc(C(F)(F)F)n1)NNC(=O)c1cccnc1
    11 | 5 | 15 | -7 | 1 | 0.0 | 0 | -5 | 6 | -2
Nc1nnc(CSCc2ccccc2Cl)s1
    4 | -2 | 1 | 56* | 0 | 0.3 | 0 | 16 | -5 | -3
CCn1cc(Cl)c(C(=O)Nc2cc(C(=O)OC)cc(C(=O)OC)c2)n1
    20 | 1 | 11 | -9 | 0 | -1.6 | -5 | -7 | -2 | -10
O=C(CN1CCOCC1)N/N=C/c1ccc(-c2ccc(C(=O)O)cc2)o1
    27 | 2 | -3 | -13 | 3 | -0.1 | 0 | -12 | 0 | -20
O=C(Nc1ccc(Cl)cc1Cl)NC1CCN(S(=O)(=O)c2ccc(F)cc2)CC1
    -1 | -3 | 18 | -13 | -3 | -0.6 | -3 | -3 | -3 | -29
Cc1ccc(C2CC(C(F)(F)F)n3nc(C(=O)NCc4ccco4)cc3N2)cc1 (stereo unspecified)
    1 | 1 | -20 | 22 | -3 | 0.1 | -1 | 4 | 0 | -20
O=C(c1ccc(Cl)cc1)N1C2C=CC(C2)C1(C(F)(F)F)C(F)(F)F (stereo unspecified)
    14 | 1 | -19 | -5 | 5 | 0.0 | -1 | 0 | 5 | 16
CCOC(=O)c1cnc2c(C#N)c(C)nn2c1C
    8 | 3 | -10 | 3 | 1 | -0.2 | -3 | 2 | 5 | -9
Cc1ccc(NC(=O)CN2C(=O)CCSc3ccc(S(=O)(=O)N4CCCC4)cc32)cc1C
    6 | 4 | 3 | 5 | 5 | -0.4 | 1 | 7 | 7 | -2
COc1ccc(-c2nc(-c3ccc(Br)o3)no2)cc1
    11 | -3 | -36 | 50 | 0 | 3.0 | 0 | 26 | -4 | -86
COC(=O)c1ccccc1NC(=O)NCC1CCCO1 (stereo unspecified)
    10 | 0 | -8 | 8 | 1 | 0.3 | -2 | -6 | 7 | -22

(cont.)
SMILES	AI-2 QS mod	HSP90 refold inh	aSyn 5UTR inh	HSF1 activator	GSK3beta inhib	HIF act	GSK3A inh	HSF1 inh	IEC-6 cytotox	KLF5 inhibitor
C=CCn1c(-c2cccs2)nc2nc3ccccc3nc21	4	7	-45	26	2	1.7	3	-3	8	-5
COc1cccc(N2CCN(C(=O)c3c(C)nn(-c4ccccc4)c3C)CC2)c1	20	1	19	7	-1	0.6	-2	3	4	-6
CN(Cc1ccccc1)C(=S)Nc1ccc(OC(F)F)cc1	-31	-2	-20	14	0	-0.4	-4	-3	-12	-17
CCOc1ccc2[nH]c(=O)c(CN(CCO)C(=O)c3ccc(OC)c(OC)c3)cc2c1	8	6	27	-5	0	-0.6	-1	-6	1	-8
CCCC1CC(CSc2ncn[nH]2)OC1=O (stereo unspecified)	19	2	11	-8	0	-0.7	-2	2	2	3
COc1ccc(NC(=O)CSc2nnc(-c3cccnc3)n2C)cc1	12	-1	-18	-2	4	-0.4	-4	-7	-6	5
COc1ccc(CCN=C(NS(=O)(=O)c2ccccc2)c2ccccc2)cc1OC	10	-1	8	59*	0	-0.2	-1	9	-1	6
O=C(Nc1cccc(C(=O)NC2CCCC2)c1)c1ccccc1	-5	3	-18	2	3	-0.2	-1	-3	2	-15
CCOC(=O)Cc1csc(NC(=O)CSc2nnnn2-c2ccc(C)cc2C)n1	5	-3	16	26	0	-31	5	0	-1	-14
COc1cc(CC(=O)Nc2ccc(N3CCOCC3)cc2)cc(OC)c1OC	11	-6	-21	-9	1	-0.4	-2	-14	-7	-44
COC(=O)CCC(=O)N1CCCC(N2CCN(c3cccc(C(F)(F)F)c3)CC2)C1 (stereo unspecified)	6	-4	8	6	2	-1.8	-2	-7	-16	-6
CCS(=O)(=O)Nc1ccc(C(=O)NCCSc2ccccc2)cc1	10	-5	-93	39	3	1.1	1	6	5	-62
CC(=O)c1c(C(C)=O)c(C)n(NC(=O)c2cccnc2)c1C	28	-2	7	3	-17	-0.1	1	2	-3	-11
CCN(Cc1ccccc1)C(=O)CC1Oc2ccccc2NC1=O (stereo unspecified)	11	2	-12	21	-4	/	0	5	3	-4
CC(C)N(Cc1ccccc1)C(=O)c1cnc2n(c1=O)CCS2	10	-1	-7	0	0	-0.2	-2	4	-3	-14
CCOC(=O)C1(Cc2ccc(OC)cc2)CCN(C(=O)C2CC(=O)N(C3CC3)C2)CC1 (stereo unspecified)	21	2	1	15	-5	0.2	0	10	3	15
O=C(Nc1nnc(-c2ccccc2Cl)s1)c1ccccc1F	4	-5	-173	26	-8	-1.2	-2	-3	-8	-112
O=C(/C=C/c1cccc([N+](=O)[O-])c1)NC(=S)Nc1ccc(CN2CCOCC2)cc1	22	-4	7	136*	4	0.4	-4	84	1	-6
C=CCNC(=O)CC(=O)N/N=C/c1cccc(Br)c1	19	-1	-10	10	4	-0.4	0	2	-11	-17
COc1ccccc1C1(O)CC2CCC(C1)N2S(=O)(=O)c1ccc(C(C)=O)cc1 (stereo unspecified)	6	-1	-21	-1	-1	/	-2	0	2	3
Cc1ccc(C2OC(=O)c3ccccc32)cc1 (stereo unspecified)	20	1	24	46	-5	-0.2	-2	22	4	3
Cc1nn(C)cc1/C=N/NC(=O)Cn1nnc(N)n1	7	1	8	-8	1	0.2	-3	-3	-4	-13
Cc1ccc(NC(=S)NC(=O)C2CC2)c(C)c1	-17	31*	-119	13	0	2.1	-3	11	-8	-82
Cc1ccccc1Oc1ccc(-c2nc(N)nc(N)n2)cc1	7	4	20	4	4	0.9	/	0	0	-47
O=C(O)/C=C\c1cc2c(cc1[N+](=O)[O-])OCO2	7	-1	6	1	2	-0.2	-2	4	0	-16
(cont.)
SMILES	AI-2 QS mod	HSP90 refold inh	aSyn 5UTR inh	HSF1 activator	GSK3beta inhib	HIF act	GSK3A inh	HSF1 inh	IEC-6 cytotox	KLF5 inhibitor
Cc1c(Br)c(=O)[nH]c(=O)n1COCc1ccccc1	2	-2	7	1	-4	-2.2	0	4	5	-12
COc1ccc(CCNCC(O)Cn2ccc3ccccc32)cc1OC (stereo unspecified)	11	3	23	-91	-1	-0.1	-2	-88*	-4	-13
CCOCCCn1c(=S)[nH]c2cc(C(=O)N3CCOCC3)ccc2c1=O	1	2	24	-1	-1	0.2	-1	-8	2	-19
Cc1ccc(-c2nn(C(C)(C)C)c3ncnc(NS(=O)(=O)c4ccc([N+](=O)[O-])cc4)c23)cc1	39	-2	23	-2	2	-0.3	1	12	0	-1
CCOC(=O)COc1ccc(S(=O)(=O)Nc2ccc3c(c2)OCO3)cc1	8	-1	24	4	-1	-0.3	-4	-2	-4	-3
O=[N+]([O-])c1cc2c(cc1Br)CCN2	6	0	6	2	1	-0.1	-1	3	-8	18
Cc1cccc2nc(CSc3nc4[nH]ncc4c(=O)n3-c3ccccc3Cl)cc(=O)n12	2	-1	15	3	-3	-0.9	2	9	8	-19

High-throughput results from PubChem BioAssay.
